CF NFkB block: inhibitors of cystic fibrosis induced NF-kB; KKLEB NF-kB-GFP reporter, PAF-induced, GFP fluorescence overnight; inhibition, % at 5 µM; 360,000 tested, 0.86% active;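 active = at least 50% inhibition at 5 µM, scaled per plate between neutral and stimulator controls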;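 note: PAF is a Pseudomonas aeruginosa culture filtrate used as stimulus; plate controls were PAF-stimulated DMSO wells for no effect and unstimulated DMSO wells for full effect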
NR2E3 ag-1: activates human photoreceptor nuclear receptor NR2E3. inhibition of corepressor binding, % at 4.78 µM. GST-NR2E3/biotin-RetCOR TR-FRET, 1536-well. AID 2300. Q9Y5X4. 320,000 tested, 0.12% active;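 active = percent inhibition above the cutoff of mean plus 3 SD of all tested compounds, set per screening campaign, cut at about 20% in these data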;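 note: 0% = DMSO wells and 100% = biotin wells as full block of FRET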
Target sequence (Q9Y5X4 whole entry, looked up): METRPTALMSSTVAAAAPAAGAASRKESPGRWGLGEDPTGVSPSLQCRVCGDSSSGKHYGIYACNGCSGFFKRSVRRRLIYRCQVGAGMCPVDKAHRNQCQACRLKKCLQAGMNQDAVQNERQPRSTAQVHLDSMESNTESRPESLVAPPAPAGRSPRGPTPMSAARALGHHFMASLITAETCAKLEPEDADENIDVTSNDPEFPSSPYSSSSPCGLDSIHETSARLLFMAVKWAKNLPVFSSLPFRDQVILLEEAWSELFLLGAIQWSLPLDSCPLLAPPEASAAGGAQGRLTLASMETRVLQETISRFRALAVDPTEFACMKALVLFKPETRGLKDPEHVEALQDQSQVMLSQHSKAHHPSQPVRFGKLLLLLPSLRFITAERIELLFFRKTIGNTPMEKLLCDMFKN
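Format: 1536-well format; test system: GST-NR2E3 and biotin-RetCOR proteins; read-out basis: percent inhibition of TR-FRET ratio; timing: 5 h incubation at 4 °C; detection: time-resolved FRET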
CaV13 FRET inh: Disruptors of the CACNA1D IQ motif to Ca2+-dependent inactivation inhibitor domain association, primary screening, Förster resonance energy transfer in intact living … | 340,000 tested, 0.098% active | inhibition, % at 12.3 µM | AID 743397 | HEK cells, CFP/YFP FRET ICDI-IQ, plate reader, 10 min; percent FRET-ratio fall versus neutral wells;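 active = mean replicate inhibition of at least 30% and at least 1% of replicates passing that level; inconclusive = only one of the two criteria is met; inactive = neither criterion is met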;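 note: 0% = median of the neutral control wells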
KKLEB tox: reduces viability of KKLEB cystic fibrosis airway cells. KKLEB CF airway cells viability, ATPlite luminescence, overnight; active compounds read low; cells stimulated with P. aeruginosa culture filtrate. 360,000 tested, 0.36% active. activity change (cytotoxicity), % at 5 µM;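 active = corrected activity change at or below -50% at 5 µM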
NR2E3 ag-2: agonists of human NR2E3 nuclear receptor; AID 602229; CHO-S Gal4-NCOR/VP16-NR2E3 two-hybrid, luciferase; 360,000 tested, 0.35% active; Q9Y5X4; inhibition of corepressor binding, % at 3.98 µM;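 active = inhibition above the mean of all tested compounds plus 3 SD, cut at about 70% in these data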;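 note: 0% = DMSO with NR2E3 transfected cells and 100% = cells lacking NR2E3 construct; higher means lower luciferase signal from less NR2E3 corepressor binding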
Shn3 inh set2: Schnurri-3 reporter inhibition in Clone20 osteoblasts; 360,000 tested, 0.52% active; inhibition, % at 12.5 µM; AID 588674; Clone20 osteoblast Shn3 3'UTR firefly luciferase, 24 h;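 active = mean inhibition of at least 75% with every replicate also reaching 75%; inconclusive = mean inhibition at least 75% but some replicate below; inactive = mean inhibition below 75%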;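 note: 0% = median of neutral control wells and 100% = pilot-screen positive control compound; some compounds past the cut are filed as inactive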
PDI inh: inhibitors of human protein disulfide isomerase | 350,000 tested, 0.052% active | AID 588391 | inhibition, % at 10 µM | PDI insulin aggregation turbidity, A650, 90 min;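 active = mean inhibition across replicates of 30% or more, whatever share of single replicates reach that level; inconclusive = mean inhibition below 30% while every single replicate reaches 30%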;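 note: absorbance from insulin aggregation driven by PDI reduction with DTT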
Target sequence (P07237 whole entry, looked up): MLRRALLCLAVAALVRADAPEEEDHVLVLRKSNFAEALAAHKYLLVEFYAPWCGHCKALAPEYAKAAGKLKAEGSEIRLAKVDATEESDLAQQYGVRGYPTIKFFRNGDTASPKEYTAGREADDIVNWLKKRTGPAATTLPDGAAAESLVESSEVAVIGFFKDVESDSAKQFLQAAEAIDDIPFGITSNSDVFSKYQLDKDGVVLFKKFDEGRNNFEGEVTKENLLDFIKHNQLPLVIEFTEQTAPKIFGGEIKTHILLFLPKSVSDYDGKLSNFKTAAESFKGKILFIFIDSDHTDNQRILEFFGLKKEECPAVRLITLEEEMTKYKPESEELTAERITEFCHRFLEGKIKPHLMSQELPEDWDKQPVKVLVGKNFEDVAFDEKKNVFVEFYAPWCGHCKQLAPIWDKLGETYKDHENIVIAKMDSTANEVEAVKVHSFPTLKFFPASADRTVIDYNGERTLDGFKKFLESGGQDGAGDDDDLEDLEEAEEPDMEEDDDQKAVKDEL
TRPM1 prom inh: reduces MITF-dependent TRPM1 promoter luciferase signal | inhibition, % at 12.5 µM | 330,000 tested, 0.83% active | AID 488899 | SK-MEL-5 TRPM1 promoter luciferase, 24 h;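 active = mean inhibition across replicates of 60% or more, whatever share of single replicates reaches that level; inconclusive = some that reach 60%, reason not given; inactive = mean inhibition across replicates below 60%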; note: values of inactives mirror those of a sister screen read the other way
Peg3 promoter: inhibitors of Peg3 promoter | inhibition, % at 20 µM | 360,000 tested, 1.7% active | HeLa PEG-Prom luciferase reporter, luminescence, overnight;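 active = inhibition of at least 50% at 20 µM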
Vif inh: HIV Vif inhibition; HEK293T cells, Vif self-association by quenched fluorescence, imaging, 24 h; inhibition, % at 7.49 µM; 340,000 tested, 0.35% active; AID 602346; in the data active = inhibition above about 50%, passing the limit was not always enough; inconclusive = no clear call, values can overlap the other calls; inactive = below about 31%; note: some results filed as inactive read as strong as hits
HIF-2a inh: inhibitors of HIF-2a; inhibition, % at 18.8 µM; AID 624352; 786-0 RCC cells HIF-2a reporter, luciferase luminescence, overnight; 360,000 tested, 0.72% active;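 active = inhibition of the luminescence signal of 40% or more relative to plate controls, in a single-dose primary screen at 18.75 µM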
An asterisk follows results filed as active; ? = inconclusive; nt = no result given.

The first 2 compounds, to show the layout:
Structure	KKLEB tox	Vif inh	Shn3 inh set2	Peg3 promoter	NR2E3 ag-1	TRPM1 prom inh	NR2E3 ag-2	CaV13 FRET inh	HIF-2a inh	PDI inh	CF NFkB block
COCCNC(=O)C1(C)CCN(C(=O)C2(c3ccc(Cl)cc3)CCCC2)C1 (stereo not drawn)	4	11	5	-7	nt	nt	16	-14	-3	13	3
COc1ccc2c(c1)CCc1c(C(=O)NCc3cccnc3)noc1-2	-4	11	-25	-104	3	-34	-96	-7	-163	3	-5

The whole of this part, previewed entries included:
Structure	KKLEB tox	Vif inh	Shn3 inh set2	Peg3 promoter	NR2E3 ag-1	TRPM1 prom inh	NR2E3 ag-2	CaV13 FRET inh	HIF-2a inh	PDI inh	CF NFkB block
COCCNC(=O)C1(C)CCN(C(=O)C2(c3ccc(Cl)cc3)CCCC2)C1 (stereo not drawn)	4	11	5	-7	nt	nt	16	-14	-3	13	3
COc1ccc2c(c1)CCc1c(C(=O)NCc3cccnc3)noc1-2	-4	11	-25	-104	3	-34	-96	-7	-163	3	-5
COC(=O)C1=C(C(=O)OC)[C@@H]2N(C)c3ccccc3[C@@]23C[C@@H](C(=O)OC)N=C3N1	-2	0	-25	-6	0	-1	-10	-3	2	-5	-18
Cn1c(N)c(N2CCN(c3ccccc3)CC2)c(=O)[nH]c1=O	-5	0	2	6	-1	-2	3	-9	11	7	9
Cc1c(C(=O)OCc2nc3scc(-c4ccccc4)c3c(=O)[nH]2)cccc1[N+](=O)[O-]	-1	nt	2	-10	-2	-1	11	-5	-4	0	-29
O=C(CCCN1C(=O)c2ccccc2C1=O)NCc1cccnc1	6	-9	15	6	1	9	-5	-5	6	15	-18
Cc1ccc(SCCC(=O)OCn2nnc3ccccc3c2=O)cc1	9	5	-18	13	4	-12	-8	4	12	7	-3
CC1CC(C)CN(CC(=O)N2CCOCC2)C1 (stereo not drawn)	3	-5	-12	11	1	7	-10	-3	5	5	-5
CCC1Oc2ccccc2N(CC(=O)Nc2ccc3c(c2)OCCO3)C1=O (stereo not drawn)	1	2	-39	-94	2	-43	-38	-11	-90	3	-12
COc1ccc(C(=O)NNC(=O)C23CC4CC(CC(C4)C2)C3)cc1OC	8	14	-8	-9	2	0	-19	-3	12	-3	2
O=C(CCSCc1ccccc1Cl)NC1CCCC1	2	21	-1	-47	-1	1	-13	-4	-29	9	7
CCOC(=O)c1c(C)n(-c2ccccc2)c2ccc(O)cc12	0	-19	21	15	0	10	-36	-5	18	3	34
COc1ccc(S(=O)(=O)N(CC(=O)N/N=C/c2ccccc2C(=O)O)c2ccccc2OC)cc1	10	-3	0	1	4	-13	22	-4	8	6	-6
COc1ccc(C(=O)NNC(=O)c2cc(C)nc3ccccc23)cc1	-7	0	0	-15	-1	-14	-9	-6	-6	-3	2
COc1cc(C2CC(=O)NC(SCC(=O)Nc3ccccc3C)=C2C#N)ccc1O (stereo not drawn)	-2	11	-17	-4	2	3	8	-3	-8	15	7
Cc1ccc2nc(N3CCN(C)CC3)c(C=O)c(=O)n2c1	6	-2	-9	-7	5	-2	-42	-3	-11	2	7
Cc1ccc(-c2nc(N)sc2CC(=O)OCC(=O)N2C(C)CCCC2C)cc1 (stereo not drawn)	28	-18	-33	-4	1	10	-25	-2	8	-4	-10
O=S(=O)(NC1=NCCCCC1)c1cc(F)ccc1F	3	-4	5	-2	nt	-12	-21	-6	1	-4	-37
COC(=O)c1sccc1NC(=O)C12CC3CC(CC(C3)C1)C2	1	7	-7	22	6	8	-29	nt	7	-4	5
O=C(Nc1cccc(NC(=O)c2cccs2)c1)c1ccco1	17	-6	5	-6	-2	-8	-7	-4	0	-4	-1
CN(C)c1ccc(C2/C(=C(/O)c3ccc(Br)cc3)C(=O)C(=O)N2C)cc1 (stereo not drawn)	1	6	25	16	5	9	-23	-18	49*	-6	-5
CCc1ccccc1NC(=O)CN1CCN(CC(=O)Nc2cc(C)ccc2OC)CC1	3	-12	36	13	2	8	-13	-3	20	5	-4
CCN(Cc1cc2cccc(C)c2[nH]c1=O)C(=O)c1ccccc1OC	-32	5	-18	14	-3	2	16	-5	16	-22	16
O=C1Nc2ccccc2N=C(c2ccc3c(c2)OCO3)C1N(C(=O)c1ccc2ccccc2c1)C1CC1 (stereo not drawn)	-10	-1	-9	-221	nt	nt	-127	-4	-328	nt	12
Cc1ccc2sc(NC(=O)CSc3nc(C)cc(C)c3C#N)nc2c1	-23	-1	-44	-275	-1	-49	-123	-3	-211	-1	-10
CC(C)C[C@H]1CN=C(N(C)C)N1CCc1cccc(F)c1	0	3	23	16	nt	-14	14	-4	14	3	14
COc1cc(/C=N/NC(=O)C(=O)N2CCCC2)ccc1O	2	-5	1	-2	2	4	-20	-6	-4	20	-3
O=c1cc(N2CCN(Cc3ccccc3)CC2)[nH]c(=O)n1-c1cccc(C(F)(F)F)c1	-17	nt	-15	11	1	19	0	nt	8	-5	-3
CCn1c(SCC(=O)Nc2ccc(NC(=O)c3ccco3)c(OC)c2)nc2ccccc2c1=O	10	-4	26	-6	4	-5	-5	-4	-33	3	-23
CCOC(=O)c1cc2occc2n1CC(=O)Nc1ccc(OC)cc1OC	-4	-2	8	14	0	-8	-17	-7	5	-13	-1
CN1C(=O)SC(Nc2ccccc2)C1=O (stereo not drawn)	3	26	-16	-2	-1	-8	-14	-5	6	-2	0
COCCCN1C(=O)C(O)=C(C(C)=O)C1c1cccc(F)c1 (stereo not drawn)	0	-9	4	4	3	-9	-16	-3	3	-3	11
COc1ccc(NC(=O)N(C2CCCCC2)C2CCN(C(C)C)CC2)c(OC)c1	1	-8	-9	-8	nt	-5	3	-4	19	6	-4
O=C(c1cc2cc(Cl)ccc2oc1=O)N1CCN(c2ccccn2)CC1	4	-4	-20	14	7	7	-22	-1	20	2	3
COc1ccc(C(=O)NCc2cc(C)nc3ccccc23)cc1	-21	0	0	19	-1	25	-12	-18	-38	0	19
COc1ccc(NCc2nn(CC(=O)c3ccc(Br)cc3)c3[n+]2CCCCC3)cc1	0	10	-4	3	-3	1	-11	-3	-34	0	-7
COc1cccc(/C=C2\SC(=S)N(CCC(=O)NNC(=O)c3ccccc3OC)C2=O)c1	6	8	-6	13	5	17	-24	-2	28	-4	8
FC(F)(F)c1cc(-c2ccco2)nc(NCc2ccccc2)n1	-6	4	0	12	-3	8	-3	-5	-2	3	8
O=S(=O)(c1ccc(=S)[nH]c1)N1CCCCCC1	-41	-7	-7	12	4	7	6	-5	3	11	24
O=C(COC(=O)c1ccc(F)cc1F)Nc1ccc2[nH]c(=O)[nH]c2c1	4	-7	-2	10	3	-7	12	-7	11	-2	-20
CCOC(=O)NC(=O)COC(=O)CCCc1nc2ccccc2s1	0	2	-4	12	-3	0	-7	nt	16	7	2
C[N+](C)(CCCCCC[N+](C)(C)CCCN1C(=O)c2cccc3cccc(c23)C1=O)CCCN1C(=O)c2cccc3cccc(c23)C1=O	2	2	4	-8	-4	-1	-18	nt	8	2	8
COc1ccc2oc(C(=O)Nc3cccc(S(=O)(=O)N4CCOCC4)c3)c(C)c2c1	3	-12	-4	-31	nt	-20	-21	-7	-24	1	0
CCC(=O)Nc1cc(C)c(OC)c(C)c1	2	0	-4	-9	1	5	-18	-3	0	-6	-13
CCc1cc2c3c(c(=O)oc2cc1OC(C)C(=O)O)CCCC3 (stereo not drawn)	-2	2	-7	2	-1	-3	-10	-2	12	6	18
CSc1ccccc1C(=O)N1CCc2ccc(NC(=O)c3ccccn3)cc2C1	-8	-21	-34	-216	nt	nt	-84	-14	-164	-3	-2
Cc1ccc(C2=Nc3ccccc3N=C(c3ccco3)C2)c(O)c1	-10	0	-19	-30	1	23	-32	-5	-34	5	14
CC(=O)C(=Nc1ccccc1Cl)NNc1ccc(Cl)cc1	-6	-4	2	10	-3	9	-23	-3	14	0	-20
NC(=O)C1=C[C@H](c2csc3ccccc23)C[C@H](OCc2ccc(CO)cc2)O1	17	0	-12	-52	2	-10	0	-2	-52	-5	-15
O=C(CN1CCCC1)NCC12CC3CC(CC(C3)C1)C2	1	-1	-9	-5	2	4	3	nt	-3	8	18
CC(=O)c1cccc(NC(=O)N2CCCC2C(=O)NC2CCCC2)c1 (stereo not drawn)	-13	10	-12	7	-4	10	-9	-4	0	6	-2
COc1ccc(Cl)cc1N(C(C)C(=O)O)S(C)(=O)=O (stereo not drawn)	16	14	1	5	2	-6	-15	-6	11	1	-6
CC(=O)Nc1cccc(C(=O)OC(C(=O)c2ccc(C)c(C)c2)c2ccccc2)c1 (stereo not drawn)	12	-5	13	19	-3	0	-23	-3	22	7	-18
CC(=O)Nc1ccc(-c2cn3ccsc3n2)cc1	0	-3	-22	-173	0	-29	-85	-4	-146	-4	-12
COc1ccccc1Cn1c(C)c(C(=O)NCCC#N)sc1=O	-29	4	0	-3	nt	nt	-7	-13	-7	-5	11
Cc1ccc(C(=O)NC(=S)N2CCN(c3cc(C)ccc3C)CC2)cc1	0	-8	-8	17	-3	17	4	-5	9	-14	14
Cc1nc2cc(CC(=O)O)ccc2o1	5	2	5	5	2	5	-25	-5	15	0	-7
CC1CCc2c(C(=O)NCCCN3CCOCC3)csc2C1 (stereo not drawn)	2	5	-5	10	0	1	-11	nt	11	-4	-7
Oc1ccc(-c2csc(-c3cccnc3)n2)c(O)c1	-10	26	-66	-175	0	-27	-32	-7	-244	-8	-18
CC(C)Cn1cnc2c1c(=O)n(CC(=O)O)c(=O)n2Cc1ccccc1	12	13	-9	-7	0	-1	-11	-4	2	-8	-12

The listing continues:
Structure	KKLEB tox	Vif inh	Shn3 inh set2	Peg3 promoter	NR2E3 ag-1	TRPM1 prom inh	NR2E3 ag-2	CaV13 FRET inh	HIF-2a inh	PDI inh	CF NFkB block
Cc1cccc2cc(C3CC(c4cccs4)=NN3C(=O)CCC(=O)O)c(Cl)nc12 (stereo not drawn)	2	-7	-1	14	-4	3	6	-3	5	20	-26
O=C(NNc1c(F)c(F)cc(F)c1F)c1ccco1	-15	0	-8	1	nt	0	-17	-5	0	-2	25
Cc1c(C(=O)Nc2ccc(OCc3ccccc3)cc2)cccc1[N+](=O)[O-]	7	?	-12	-21	5	-9	-14	-11	0	-1	-19
COC(=O)CSc1nc2ccc(C)cc2[nH]1	-10	14	-10	-3	1	10	12	nt	-14	-21	16
COC(=O)c1c(NC(=O)c2ccc(C(=O)c3ccccc3)cc2)sc2c1CC(C)(C)NC2(C)C	-21	7	-29	94*	nt	nt	-12	-5	7	-7	13
COc1ccccc1-n1c(SCC(=O)Nc2cccc3ccccc23)nc(O)cc1=O	8	6	13	20	2	16	-11	-5	6	1	-1

High-throughput results deposited in PubChem by several laboratories.
